Bioassay records from PubChem.
BAZ2B block: BAZ2B (human) inhibition. Q9UIF8. AlphaScreen BAZ2B-H3K14Ac peptide displacement. Potency, µM (series often up to 114 µM), for inactives: at the highest dose activity change, negative = inhibition, usual class: inhibitors. 4.4% of 360,000 active. AID 504333; note: potency is the fitted concentration of half-maximal effect; % is set by controls: 0 for no effect and ±100 for the full control effect; nearly all actives have a fitted effect of over 60% in size
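BAZ2B (50 nM) with biotin-H3(5-23)K14Ac peptide (50 nM) in PBS pH 7.4, 0.01% Tween-20, preformed 30 min, then compound 30 min at room temperature; top concentration 110uM. AlphaScreen streptavidin donor/nickel chelate acceptor beads (10 ug/mL final), 20 min dark, signal read.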
HP1b binding inh: HP1-beta chromodomain-methylated histone interaction inhibition. 0.56% of 390,000 active. AID 540317. P83916. Potency, µM (highest dose often 114 µM), without a hit: at the top dose activity change, negative = inhibition, most hits filed as inhibitors. AlphaScreen HP1-beta / biotin-H3K9me3 peptide binding; note: potency is the fitted concentration of half-maximal effect; nearly all actives have a fitted effect of over 70% in size; inactives centre near 23
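Compound inhibition of the preformed complex between 50 nM HP1-beta and 50 nM biotinylated H3K9me3 peptide was read by AlphaScreen. Buffer was PBS pH 7.4 with 0.01% Tween-20. Incubations ran 30 min at room temperature, with 10 ug/mL donor/acceptor beads.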
ERG-DNA inh: inhibitors of human ERG Ets domain-DNA interaction; P11308; fluorescence polarization, His-ERG Ets domain / labelled DNA; Potency, µM (highest dose often 76.9 µM), without a hit: top-dose FP activity, negative = inhibition, usual class: inhibitors; 0.028% of 370,000 active; AID 624246; active = well fitted inhibition curve with a large enough effect in the polarisation, with a control signal flat; inconclusive = small, poorly fitted or top-dose-only effect, or effect the other way, or a change in a side signal; inactive = no such curve, though single readings can be large or run the other way; the % refers to the polarisation;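 note: polarization taken with two DNA probes labelled with fluorescein and Texas red; potency is the fitted concentration of half-maximal effect; % of control where 0% means no effect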
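His-tagged ERG Ets domain (1 uM in the protein solution; 300mM KCl, 50mM Tris-HCl, 1mM EDTA, 1mM DTT, pH 7.5) received compound, then a probe mix of 5 nM fluorescein-DNA and 100nM Texas-615-DNA. Fluorescence polarization was read for both dyes.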
PI4K2A inh: PI4K2A (human) kinase inhibition; purified PI4K2A, ADP-Glo luminescence, 1 h; stronger effect = lower value; activity change, negative = inhibition, % at 76.9 µM; Q9BTU6; 0.13% of 420,000 active; in the data active = activity change below about -50%; inconclusive = mostly about -30% to -49%;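 note: -100% = wells without enzyme as full effect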
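In this quantitative HTS, ADP production by PI4K2A was quantified luminescently after 1 h at ambient temperature; 100 microM adenosine served as plate-quality control.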
JMJD2A Tudor: inhibitors of human JMJD2A Tudor domain; 4.4% of 390,000 active; Potency, µM (doses to about 114 µM), for the others: at the highest dose activity change, negative = inhibition, usual class: inhibitors; AID 504339; AlphaScreen JMJD2A-Tudor / H3K4me3 peptide binding; O75164; note: potency is the fitted concentration of half-maximal effect; % is set by controls: 0 for no effect and ±100 for the full control effect; nearly all actives have a fitted effect of over 50% in size
Target sequence (O75164 whole entry, looked up, the tested form may be a part): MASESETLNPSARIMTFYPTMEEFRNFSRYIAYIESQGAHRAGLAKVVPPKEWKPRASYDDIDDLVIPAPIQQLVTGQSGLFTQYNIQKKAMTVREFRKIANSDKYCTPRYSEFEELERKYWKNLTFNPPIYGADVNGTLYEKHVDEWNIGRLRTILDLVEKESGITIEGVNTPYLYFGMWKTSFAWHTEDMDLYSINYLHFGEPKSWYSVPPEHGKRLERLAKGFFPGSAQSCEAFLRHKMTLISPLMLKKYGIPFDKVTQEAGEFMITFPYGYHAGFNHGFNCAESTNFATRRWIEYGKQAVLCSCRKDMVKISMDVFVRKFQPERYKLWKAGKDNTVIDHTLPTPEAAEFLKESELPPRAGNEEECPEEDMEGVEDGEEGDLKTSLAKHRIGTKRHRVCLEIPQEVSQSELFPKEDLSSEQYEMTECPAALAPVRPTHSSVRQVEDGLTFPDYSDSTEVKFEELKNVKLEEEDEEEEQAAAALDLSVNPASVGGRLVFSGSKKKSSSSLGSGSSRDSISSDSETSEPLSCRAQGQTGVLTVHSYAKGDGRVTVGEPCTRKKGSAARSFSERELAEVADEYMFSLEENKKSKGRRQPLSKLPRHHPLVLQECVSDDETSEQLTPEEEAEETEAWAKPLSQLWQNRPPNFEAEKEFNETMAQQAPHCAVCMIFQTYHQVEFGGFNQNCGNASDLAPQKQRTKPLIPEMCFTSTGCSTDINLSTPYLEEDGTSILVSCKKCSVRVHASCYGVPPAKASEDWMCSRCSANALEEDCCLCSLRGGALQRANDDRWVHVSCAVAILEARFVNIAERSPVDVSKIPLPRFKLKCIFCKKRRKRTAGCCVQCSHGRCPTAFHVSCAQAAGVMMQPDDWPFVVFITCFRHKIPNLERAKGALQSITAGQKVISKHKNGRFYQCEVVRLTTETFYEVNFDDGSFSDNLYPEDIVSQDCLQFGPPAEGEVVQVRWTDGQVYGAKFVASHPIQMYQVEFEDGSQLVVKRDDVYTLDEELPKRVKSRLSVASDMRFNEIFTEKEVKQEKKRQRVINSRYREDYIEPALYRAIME
Pin1 inhibitor: inhibitors of human Pin1 | Q13526 | Pin1 FP peptide displacement, HiFluor488, 10 min | Potency, µM (highest dose often 115 µM), for inactives: at the highest dose activity, negative = inhibition, hits mostly inhibitors | 0.009% of 390,000 active | AID 504891; active = well fitted inhibition curve with a large enough effect in the polarisation, with a control signal flat, not every such curve was filed as active; inconclusive = small, poorly fitted or top-dose-only effect, or effect the other way, or a change in a side signal; inactive = no such curve, though single readings can be large or run the other way; the % refers to the polarisation; note: potency is the fitted concentration of half-maximal effect; % is set by controls: 0 for no effect and ±100 for the full control effect
GLS inh: blocks human kidney-isoform glutaminase activity | O94925 | GLS enzymatic activity, qHTS titration | Potency, µM (highest dose often 45.5 µM), inactives show top-dose activity change, negative = inhibition, actives largely listed as inhibitors | 0.21% of 410,000 active | AID 624170; note: potency is the fitted concentration of half-maximal effect; % is set by controls: 0 for no effect and ±100 for the full control effect
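Compounds were pin-transferred onto hKGA, after which L-glutamine (1 mM solution) and a detection mix of glutamate oxidase, HRP and Amplex Red were added. Initial and 30 min RT fluorescence reads were collected.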
Tb PGK inh: blocks T. brucei phosphoglycerate kinase; P07378; PGK/GAPDH coupled, Kinase-Glo luminescence, 60 min; Potency, µM (top dose mostly 57.5 µM), without a hit: at the top dose activity change, negative = inhibition, most hits filed as inhibitors; 0.043% of 380,000 active; AID 602233; note: potency is the fitted concentration of half-maximal effect; % is set by controls: 0 for no effect and ±100 for the full control effect; nearly all actives have a fitted effect of over 60% in size
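Luminescent ATP detection (Kinase-Glo Plus) follows a 60-minute room-temperature incubation, with wells lacking PGK as controls. Buffer: 100 mM TEA (pH 7.6), 5 mM MgCl2, 0.01% Tween-20. Coupling enzyme GAPDH (100 nM final) supplies unstable 1,3-BPG in-well.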
G9a inh: blocks human histone lysine methyltransferase G9a. Q96KQ7. G9a H3K9 monomethylation, AlphaScreen, 2 h. Potency, µM (doses to about 102 µM), for inactives: at the highest dose activity, negative = inhibition, hits mostly inhibitors. 8.8% of 350,000 active; note: potency is the fitted concentration of half-maximal effect; % is set by controls: 0 for no effect and ±100 for the full control effect; nearly all actives have a fitted effect of over 75% in size
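Step 1: enzyme (final 20 nM) with compound, 15 min RT. Step 2: substrate peptide 500 nM and SAM 20 uM, 2 h RT. Step 3: anti-H3K9me1 antibody and AlphaScreen beads, 10 min, then plate read.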
Starred values were filed as active, the others as inactive; i = inactive; ? = inconclusive; · = no result given; [ ] = dose if it differs, or a comment. Unless noted, calls come from the whole dose curve; as a rule, active = well fitted curve in the direction sought with a large enough effect; inconclusive = small, poorly fitted or top-dose-only effect, or another doubt; inactive = no such curve, though single readings can be large; an effect the other way counts as inactive or inconclusive.

SMILES	BAZ2B block	HP1b binding inh	ERG-DNA inh	PI4K2A inh	JMJD2A Tudor	Pin1 inhibitor	GLS inh	Tb PGK inh	G9a inh
COC(=O)c1ccc(NC(=O)c2nc(S(=O)(=O)Cc3cccc(C)c3)ncc2Cl)cc1	-17%	14%[57 µM]	4%	-5	-22%	25%	?	-4%	2%
CCCOc1ccc(-c2c(=O)n(O)c3ccccc3[n+]2[O-])cc1	?	-18%	-4%	-2	56µM*	?	11%	-3%	9%[0.501 µM]
CCc1nnc(NC(=O)CSc2nc3cccnc3n2C2CCCCC2)s1	-37%	13%	-4%	0	-35%	12%	-8%	-7%	-41%[12.7 µM]
Cn1c(=O)c2c(nc(NCc3ccccc3)n2Cc2ccc(Cl)c(Cl)c2)n(C)c1=O	-28%	4%	7%	-1	-24%	3%	0%	-4%	-41%[59 µM]
Cc1ccc(Cn2nnc3c(=O)[nH]c(C4CCCN(S(=O)(=O)c5ccccc5)C4)nc32)cc1 (stereo unspecified)	?	4%	·	-1	-13%	6%	9%	·	2%
Cc1ccc(NC(=O)CSc2nc(N)cc(=O)[nH]2)cc1S(=O)(=O)N1CCOCC1	-2%	-1%	4%	-1	-8%	-7%	2%	10%	·
O=C(N/N=C/c1sc(N2CCOCC2)nc1-c1ccccc1)c1ccccc1Cl	3%	-8%	9%	-1	-16%[11.4 µM]	58%[activator]	-14%	6%	35%[59 µM]
COc1ccc(S(=O)(=O)N2CCCC2CNC(=O)C(=O)NC2CC2)cc1 (stereo unspecified)	-3%	22%	-2%	-3	-14%	-2%	-2%	-7%	4%[0.501 µM]
O=C(c1ccc(F)cc1)C1CCN(C(=O)NCc2ccccc2)CC1	9%	37%	17%	1	-8%	0%	-11%	-5%	-11%
O=C(CC1NCCc2ccccc21)Nc1ccc(Cl)cc1 (stereo unspecified)	-1%	37%	8%	3	-17%	3%	-10%	-1%	-16%
CCOC(=O)/C=C1/SCC(=O)N1CC(=O)Nc1ccccc1OC(F)F	·	38%[activator]	9%	10	-2%	?	-21%	-12%	·
CN1CCC(N(C)C(=O)c2sc3cc(F)ccc3c2Cl)CC1	-13%	30%	-16%	1	-4%	-15%	-19%	-5%	-49%
CCOc1ccccc1NC(=O)CCN1CCN(S(=O)(=O)c2ccc(Br)cc2)CC1	9%	18%	2%	0	-3%	2%	4%	-7%	5%[59 µM]
CC(C)C[C@H]1CNC(=O)C(=O)N1CC1CCN(CC2CCC(C(C)(C)C)CC2)CC1 (stereo partly specified)	·	25%	7%	-1	-14%	-1%	3%	i	·
COc1ccc(Br)cc1C1NC(=O)c2c(sc3c2CCN(C)C3)N1 (stereo unspecified)	4%	29%	7%	2	-19%	?	19%	-5%	12%[59 µM]

Only PI4K2A inh, Pin1 inhibitor and ERG-DNA inh, for 2 of the compounds above:
compound	PI4K2A inh	Pin1 inhibitor	ERG-DNA inh
Cc1ccc(Cn2nnc3c(=O)[nH]c(C4CCCN(S(=O)(=O)c5ccccc5)C4)nc32)cc1 (stereo unspecified)	-1	6%	·
CCc1nnc(NC(=O)CSc2nc3cccnc3n2C2CCCCC2)s1	0	12%	-4%

Remaining list, next part:
SMILES	BAZ2B block	HP1b binding inh	ERG-DNA inh	PI4K2A inh	JMJD2A Tudor	Pin1 inhibitor	GLS inh	Tb PGK inh	G9a inh
CCCS(=O)(=O)N1CCCC(C(=O)NCCc2cccc(C)c2)C1 (stereo unspecified)	-12%	43%[activator]	-19%	3	0%	2%	0%	i	-9%
O=C(CN(CCO)c1ccccc1)NC12CC3CC(CC(C3)C1)C2	?	39%[activator]	1%	7	0%	-1%	30%[activator]	-5%	-7%[59 µM]
Cc1c(Cl)cccc1NC(=O)CCCn1nc(C)c2sc3ccccc3c2c1=O	4%	43%[activator]	-3%	1	-35%	-3%	-5%	-7%	?
COc1ccccc1C(C)NC(=O)c1ccc(S(=O)(=O)NCc2ccco2)cc1 (stereo unspecified)	·	-15%	1%	-3	?	5%	0%	-8%	·
CCOC(=O)COc1ccc(C2CC(C)=NN2c2ccccc2)cc1 (stereo unspecified)	-31%	33%	12%	0	-34%	6%	-7%	i	?
COC(=O)c1sc2cccc(F)c2c1S(=O)(=O)N1CCN(c2ccccc2OC)CC1	-26%	12%	5%	3	-32%	11%	1%	7%	?
O=C(COC(=O)/C=C/C(=O)OCC(=O)NC12CC3CC(CC(C3)C1)C2)NC12CC3CC(CC(C3)C1)C2	-6%	14%	4%	-1	-21%	15%	8%	-1%	8%[59 µM]
CCOc1cc(/C=C2/SC(=O)N(CC(=O)N3CCc4ccccc4C3)C2=O)ccc1OCC(=O)O	-8%	1%	1%	4	-16%	5%	12%	1%	-11%
COc1ccc(C(=O)C2CCCN(C(=O)c3cccnc3OC)C2)cc1F (stereo unspecified)	15%	-15%	-2%	-4	-5%	-5%	-8%	-9%	·
CCn1c(=O)cc(SCC(=O)Nc2ccc3c(c2)OCCO3)c2ccccc21	-33%	-2%	4%	5	-24%	12%	2%	-8%	-28%
COc1ccc(CCNC(=O)C(=O)c2cn(CC(=O)N3CCOCC3)c3ccccc23)cc1OC	?	23%	-1%	2	-3%	-6%	-1%	-3%	-4%
CCCn1c(N)c(N2CCCCC2)c(=O)n(CC(=O)Nc2ccccc2C)c1=O	8%	25%	0%	1	-6%	-6%	29%	7%	-8%
O=C(NCCCN1CCOCC1)c1cnccn1	2%	34%	11%	5	6%	0%	-21%	-9%	3%
CCCN(Cc1ccccc1)C(=S)Nc1ccc(OCC)cc1	-20%	33%	6%	-2	1%	1%	-7%	4%	6%
Cn1c(NC(=O)/C=C/c2ccco2)cc(=O)n(C)c1=O	-2%	33%	-11%	-1	-5%	1%	-6%	-11%	?
CCCOc1ccc(C2C(=O)N(C3CCCCC3)CC(=O)N2CCc2ccccc2)cc1OC (stereo unspecified)	-18%	31%	-2%	-5	-24%	-6%	-2%	i	-24%[59 µM]
Nc1cc(=O)nc(SCC(=O)N2CCN(c3ccccc3)CC2)n1-c1ccccc1	-15%	11%	-2%	2	3%	-9%	3%	2%	13%
Cc1ccc(NC(=O)Cc2coc3c(C)c(C)ccc23)c(C)c1	-1%	17%	-12%	-1	-15%	2%	-1%	-8%	3%[59 µM]
COc1cc(C(=O)OCC(=O)Nc2ccc(S(=O)(=O)N3CCCC3)cc2)cc(OC)c1OC	·	31%	9%	5	-19%	4%	-7%	-2%	·
CN(C)C(CNC(=O)c1ccc(NS(=O)(=O)c2ccc(F)c(F)c2)cc1)c1ccccc1 (stereo unspecified)	6%	10%	-2%	4	-17%	3%	5%	-2%	21%[0.501 µM]
O=C(c1cccs1)N1CCN(C(=O)C(c2ccccc2)c2ccccc2)CC1	5%	-8%	6%	1	-13%[57.1 µM]	33%[activator]	-11%	-1%	-7%[59 µM]
Cc1ccc(NC(=O)Cn2c(=O)oc3cc(S(=O)(=O)N4CCC(C)CC4)ccc32)cc1Cl	?	44%[activator]	-1%	-12	-10%	11%	0%	i	14%[59 µM]
O=C(COc1ccccc1Cl)NCCC1=CCCCC1	21%	85%[activator]	-2%	0	14%	4%	-1%	i	28%[59 µM]
O=C(N/N=C/c1cc2cc3c(cc2nc1Cl)OCCO3)c1ccccc1O	-9%	12%	2%	-2	?	?	-1%	-3%	16%[59 µM]
COc1ccc(S(=O)(=O)NCCN2CCNC2=O)cc1OC	0%	44%[activator]	-8%	-1	11%[57.1 µM]	-3%	-3%	-8%	5%
CC1CCCN(c2nc3c(c(=O)n(C)c(=O)n3C)n2Cc2ccccc2)C1 (stereo unspecified)	·	5%	-2%	3	-23%	2%	9%	-1%	3%[59 µM]
Cc1cccc(OCCSc2nc3ccccc3n2CC(=O)N2CCOCC2)c1C	?	-13%	7%	6	-26%	0%	-10%	-1%	10µM*
CS(=O)(=O)N(CC(=O)NCCSCc1cccc(Cl)c1)c1ccc2c(c1)OCO2	-22%	12%	8%	4	-3%	0%	-13%	-10%	3%[59 µM]
CCC(=O)Nc1ccc(Br)cn1	-4%	17%	-5%	0	-3%	-7%	-11%	-3%	-3%

Single records, as listed above. Order of values: BAZ2B block	HP1b binding inh	ERG-DNA inh	PI4K2A inh	JMJD2A Tudor	Pin1 inhibitor	GLS inh	Tb PGK inh	G9a inh
CCCN(Cc1ccccc1)C(=S)Nc1ccc(OCC)cc1 in the list: -20%	33%	6%	-2	1%	1%	-7%	4%	6%
COC(=O)c1sc2cccc(F)c2c1S(=O)(=O)N1CCN(c2ccccc2OC)CC1 in the list: -26%	12%	5%	3	-32%	11%	1%	7%	?
O=C(NCCCN1CCOCC1)c1cnccn1 in the list: 2%	34%	11%	5	6%	0%	-21%	-9%	3%
Cc1ccc(NC(=O)Cc2coc3c(C)c(C)ccc23)c(C)c1 in the list: -1%	17%	-12%	-1	-15%	2%	-1%	-8%	3%[59 µM]

Copied from the list:
Under BAZ2B block, `O=C(c1cccs1)N1CCN(C(=O)C(c2ccccc2)c2ccccc2)CC1` shows 5%
Under JMJD2A Tudor, `CS(=O)(=O)N(CC(=O)NCCSCc1cccc(Cl)c1)c1ccc2c(c1)OCO2` shows -3%
Under HP1b binding inh, `CCCOc1ccc(C2C(=O)N(C3CCCCC3)CC(=O)N2CCc2ccccc2)cc1OC` (stereo unspecified) shows 31%

Rows are unselected. About 11% of those tested had a hit in this group.
